High-throughput results deposited in PubChem BioAssay by National Center for Advancing Translational Sciences (NCATS).
ELG1 repair inh: inhibitors of ELG1-dependent DNA repair in HEK293T cells. HEK293T ELG1-luciferase reporter, luminescence, 16 h; DNA damage induced by 5-fluorouridine. Potency, µM (highest dose often 46.1 µM), for inactives: at the highest dose activity change, negative = inhibition, usual class: inhibitors. 2.3% of 330,000 active. AID 504467; further: potency means the concentration at half of the fitted maximal effect; on the % scale 0 is the no-effect control and ±100 the full control effect; nearly all actives have a fitted effect of over 55% in size
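Overnight (16 hr) co-exposure of 2,000 cells/well to 5-fluorouridine and compound at 37 °C preceded detection. Luciferase was quantified via ONE-Glo luminescence; loss of signal denotes inhibition.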
FLuc counter: firefly luciferase modulation, counter-screen for miR-21 project; 6.9% of 360,000 active; Potency, µM (top dose mostly 57.5 µM), without a hit: top-dose activity change, negative = inhibition, usual class: inhibitors; purified FLuc, Km substrates, luminescence inhibition; P08659; AID 588342;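 further: potency means the concentration at half of the fitted maximal effect; plate controls were vehicle for no effect and reference inhibitor for full effect; nearly all actives have a fitted effect of over 55% in size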
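Biochemical qHTS of compounds, final roughly 60 µM downward over six points, against 10 nM purified firefly luciferase using Km concentrations of substrates (10 uM D-luciferin, 10 uM ATP) in Tris acetate pH 7.5 buffer; luminescence output.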
Tb PFK inh: T. brucei PFK enzyme inhibition; Potency, µM (highest dose often 57.5 µM), for inactives: at the top dose activity, negative = inhibition, usual class: inhibitors; O15648; AID 485367; 0.17% of 330,000 active; T. brucei PFK, ADP-Glo luminescence;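 further: potency means the concentration at half of the fitted maximal effect; 0% = uninhibited 1x PFK enzyme wells and -100% = no-enzyme wells; nearly all actives have a fitted effect of over 60% in size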
Target sequence (O15648 whole entry, looked up): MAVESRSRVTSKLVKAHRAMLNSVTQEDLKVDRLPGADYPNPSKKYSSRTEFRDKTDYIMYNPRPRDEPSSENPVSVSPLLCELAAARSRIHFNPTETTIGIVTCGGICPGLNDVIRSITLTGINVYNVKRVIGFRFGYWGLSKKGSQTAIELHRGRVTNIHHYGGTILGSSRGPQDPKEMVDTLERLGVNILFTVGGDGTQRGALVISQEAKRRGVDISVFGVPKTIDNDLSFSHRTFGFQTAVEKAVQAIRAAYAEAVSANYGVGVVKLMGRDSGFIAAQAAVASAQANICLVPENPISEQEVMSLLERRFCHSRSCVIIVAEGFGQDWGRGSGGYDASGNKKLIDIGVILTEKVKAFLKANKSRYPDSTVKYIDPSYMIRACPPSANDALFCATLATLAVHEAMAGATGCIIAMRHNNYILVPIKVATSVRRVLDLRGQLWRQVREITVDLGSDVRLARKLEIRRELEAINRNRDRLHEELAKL
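Luminescent ADP detection (ADP-Glo, two-step: ATP depletion then ADP-to-ATP conversion for luciferase) reported PFK activity after 45 min room-temperature reaction of 1.25 nM enzyme with 0.5 mM F6P and 0.1 mM ATP at pH 8.0.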
BRCA1 expr act: increases BRCA1 expression | MCF7-BRCA1-FFLuc reporter, luminescence, 48 h; response scale: scaled: vehicle 0%, 10 µM genistein 100% | Potency, µM (highest dose often 46.1 µM), without a hit: at the top dose activation, usual class: activators | 1.1% of 380,000 active | AID 624202; further: potency means the concentration at half of the fitted maximal effect; nearly all actives have a fitted effect of over 80% in size; some results filed as inactive show a strong effect at the top dose
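MCF7-BRCA1-FFLuc, 2000 cells/well; 2 h attach, 37 °C/5% CO2; compound 48 h; luciferase substrate 15 min; luminescence end-point. Norm. to genistein 10 microM max activation and DMSO; concentration-response curves fitted.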
ELG1 genotox: genotoxicity induction in ELG1-luciferase HEK293T cells; HEK293T ELG1-luciferase reporter, luminescence, 16 h; Potency, µM (titrated, usually from 46 µM), for the others: top-dose activity change, positive = activation, usual class: activators; 1.3% of 330,000 active; AID 504466; further: potency means the concentration at half of the fitted maximal effect; % of control where 0% means no effect; nearly all actives have a fitted effect of over 60% in size
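Screening used a luciferase reporter fused to human ELG1 in HEK293T cells. Luminescence was read on a CCD plate imager after 16 hr exposure and 30 min ONE-Glo incubation.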
VP16 counter: inhibits Gal4-VP16 luciferase reporter, ROR gamma counter-screen; AID 2546; 3.5% of 310,000 active; Drosophila S2 Gal4-VP16 UAS-luciferase, luminescence, 20 h; Potency, µM (doses to about 53.6 µM), inactives show top-dose activity, negative = inhibition, usual class: inhibitors;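 further: Gal4-VP16 expression switched on by copper sulfate through the metallothionein promoter; potency means the concentration at half of the fitted maximal effect; on the % scale 0 is the no-effect control and ±100 the full control effect; nearly all actives have a fitted effect of over 50% in size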
TRPV1 ag: activates the human vanilloid receptor TRPV1 | AID 540275 | TRPV1-expressing cells, Fluo-8 calcium influx, agonist mode | activation, % at 8.33 µM | 0.19% of 320,000 active | Q8NER1; in the data active means activation above about 80%; inconclusive means between about 30% and that limit; further: 0% is about no effect
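Cells expressing TRPV1 were dye-loaded with Fluo-8 and read kinetically: 10 s baseline, 3 min after compound (agonist portion), then 2 min after EC20 capsaicin (allosteric enhancer portion). Calcium-bound dye fluorescence at 480/520 nm.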
p53 reactivation: mutant p53 re-activation in reporter cells; H1299 p53-A138V BP100-luciferase reporter, luminescence, 24 h; Potency, µM (series often up to 92.2 µM), without a hit: top-dose activity change, positive = activation, most hits filed as activators; 0.063% of 320,000 active; further: potency means the concentration at half of the fitted maximal effect; % of control where 0% means no effect; nearly all actives have a fitted effect of over 45% in size
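H1299 (p53-null), stable ts p53-A138V + BP100-Luc; 1000 cells/well, Opti-MEM/10% FBS; cpd 4 pt, 1:5; 24 h, 37 deg C, 5% CO2; detection reagent 10 min RT; luminescence.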
NPC1 promoter act: activators of NPC1 promoter; AID 485313; Potency, µM (top dose mostly 9.22 µM), inactives show at the highest dose activation, most hits filed as activators; 2.4% of 320,000 active; Huh7 NPC1 promoter luciferase reporter, 24 h;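 further: potency means the concentration at half of the fitted maximal effect; % of control where 0% means no effect; nearly all actives have a fitted effect of over 60% in size; reporter is driven by a mutant NPC1 promoter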
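NPC1 promoter–luciferase Huh7 cells; 24 h compound; luminescence.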
Rab9 promoter act: Rab9 promoter activation | Potency, µM (doses to about 9.22 µM), for the others: at the top dose activation, negative = inhibition, hits mostly activators | AID 485297 | Huh7 Rab9 promoter-luciferase reporter, luminescence, 24 h | 2.8% of 320,000 active; further: potency means the concentration at half of the fitted maximal effect; % of control where 0% means no effect; nearly all actives have a fitted effect of over 60% in size
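Huh7 cells stably carrying a Rab9 promoter-luciferase reporter, 1500 cells per well in OP-MEM I with 10% FBS, treated with compound 24 hours at 37C. Luciferase activity read by luminescence after 10 minutes with Amplite reagent.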
RORg inh: ROR gamma (mouse) transcription inhibition | AID 2551 | Potency, µM (top dose mostly 53.6 µM), for inactives: top-dose activity change, negative = inhibition, usual class: inhibitors | Drosophila S2 Gal4-RORgamma UAS-luciferase reporter, 20 h | P51450 | 5.4% of 310,000 active; further: potency means the concentration at half of the fitted maximal effect; on the % scale 0 is the no-effect control and ±100 the full control effect; nearly all actives have a fitted effect of over 60% in size
Target sequence (P51450 whole entry, looked up, the tested form may be a part): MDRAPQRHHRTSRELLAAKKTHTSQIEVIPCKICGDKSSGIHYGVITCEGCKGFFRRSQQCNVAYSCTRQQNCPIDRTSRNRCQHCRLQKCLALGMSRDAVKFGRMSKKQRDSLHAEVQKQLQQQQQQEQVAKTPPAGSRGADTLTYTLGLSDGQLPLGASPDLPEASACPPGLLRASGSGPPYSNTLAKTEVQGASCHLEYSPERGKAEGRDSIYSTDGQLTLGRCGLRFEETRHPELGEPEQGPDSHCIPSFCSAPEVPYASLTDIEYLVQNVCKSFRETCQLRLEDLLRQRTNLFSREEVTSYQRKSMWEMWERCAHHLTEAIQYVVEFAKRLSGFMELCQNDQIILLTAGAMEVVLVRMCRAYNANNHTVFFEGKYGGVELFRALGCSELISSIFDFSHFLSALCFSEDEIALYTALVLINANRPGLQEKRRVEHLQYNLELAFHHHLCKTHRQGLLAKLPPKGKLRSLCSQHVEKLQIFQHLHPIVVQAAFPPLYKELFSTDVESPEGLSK
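Luciferase reporter read in Schneider cells carrying Gal4-RORγ (mouse) and UAS-Photinus luciferase; cells given compound 1 h before 700 uM copper sulfate induction, then incubated 20 h at ambient temperature.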
* marks the source's active call; other numbers are inactive results; ? = inconclusive; nt = no result given; [ ] = dose if it differs, or a comment. Unless noted, the call rests on the fitted dose curve; in most records, active means well fitted curve in the direction sought with a large enough effect; inconclusive means small, poorly fitted or top-dose-only effect, or another doubt; inactive means no such curve, though single readings can be large; an effect the other way counts as inactive or inconclusive.

Molecule,ELG1 repair inh,FLuc counter,Tb PFK inh,BRCA1 expr act,ELG1 genotox,VP16 counter,TRPV1 ag,p53 reactivation,NPC1 promoter act,Rab9 promoter act,RORg inh
COc1ccc2[nH]c(C(=O)O)c(NC(=O)c3ccccc3[N+](=O)[O-])c2c1,0.3%,-5.1%,-4.6%,-0.5%,0.0%,8.3%,1.8,8.1%,0.3%,-5.0%,3.8%
COc1cccc(C(=O)NC2CCN(CC(=O)NCc3ccccc3OC)CC2)c1,-10.2%,-1.4%,-0.6%,6.7%,0.3%,0.4%,1.2,0.3%,5.5%,-0.8%,0.1%
CCc1nnc(NC(=O)c2nc3nc(C)cc(C)n3n2)s1,-4.4%,-3.2%,5.3%,-1.5%,2.0%,-0.5%,-3.2,-2.6%,3.0%,-5.0%,-6.4%
C#CCOCCOCCOCCNc1nc(N2CCN(C(=O)[C@H]([C@@H](C)CC)n3cc(CCCCN)nn3)CC2)nc(N2CCN(C(=O)[C@H](CCCCN)n3cc(CC(C)O)nn3)CC2)n1 (some centres not stated),18.2%,-0.8%,2.8%,15.1%,0.1%,nt,0.6,10.1%,-1.3%,1.0%,nt
CNC(=O)CCN(Cc1ccco1)S(=O)(=O)c1ccc(OC)c(OC)c1,6.3%,-2.2%,1.5%,-4.1%,0.0%,20.8%,-3.3,-0.7%,-7.0%,-2.4%,30.9%
CCOC(=O)C1CCN(C(=O)Cc2c(C(=O)O)n(CC)c3ccccc23)CC1,1.3%,0.3%,0.0%,-0.5%,-3.7%,0.1%,-14.9,1.9%,-1.3%,-7.0%[1.84 µM],10.1%
COc1ccccc1N1CCN(S(=O)(=O)CCNC(=O)c2ccc(OC(C)C)cc2)CC1,13µM*,-1.9%,1.4%,-1.8%,-9.6%,-17.5%,3.2,-6.6%,0.3%,-11.3%,38.0%
Cc1cc(/C=C2/C(=N)N3C(=NC2=O)SN=C3S(C)(=O)=O)c(C)n1-c1ccccc1,?,0.536µM*,-4.1%,?,-7.9%,?,-3.2,12.5%,?,3.55µM*,?
Cn1c2ccccc2c2nnc(SCN3C(=O)c4ccccc4C3=O)nc21,10.9%,3.8%,1.9%,nt,2.4%,1.6%,4.2,-2.6%,5.2%,-10.9%,-13.2%
CC(C)Oc1cccc(C(=O)C2CCCN(Cc3cnc(N4CCOCC4)s3)C2)c1 (configuration not stated),?,2.4%,3.7%,-41.7%,3.4%,-5.1%,8.7,0.8%,-20.0%,-18.6%,9.1%
O=C(Nc1nccs1)c1ccc(Cl)s1,?,?,2.0%,?,?,-93.2%,9.3,?,?,?,10µM*
COc1ccc(NC(=O)CN2c3cccc4cccc(c34)S2(=O)=O)cc1,?,3.3%,-17.1%,12.3%,-0.9%,0.9%,-0.3,-7.6%,-2.7%,2.4%,2.6%
CCOc1ccc(NC(=O)Nc2nc(SCC)ns2)cc1,-20.4%,?,-8.1%,-9.7%,-9.7%,-3.5%,-1.3,nt,0.0%,-4.0%,13.5%
COC(=O)C1=C(C)N(C)C(=O)NC1c1cc(Cl)cc(Cl)c1OC (configuration not stated),0.0%,0.5%,1.6%,-18.7%,-7.2%,-3.1%,1.4,-14.5%,8.8%,0.5%,0.9%
O=C1CC(c2ccncc2)c2cc3c(cc2N1)OCCO3 (configuration not stated),0.2%,3.1%[2.3 µM],-7.5%,-35.5%,0.1%,?,0.1,-4.3%,-0.1%,12.8%,-16.7%
O=C(COC(=O)CC1CCCC1)Nc1ccc(Cl)cc1,?,30.1µM*,1.9%,2.2%,-4.5%,nt,0.2,5.7%,2.4%,-0.6%,nt
CCCCNc1c(-c2ccc(OC)c(SC3CCCCC3)c2)nc2cc(C)ccn12,?,1.2%,-8.3%,-73.7%,-5.1%,nt,87.7*,-2.2%,-1.6%,-6.3%,nt
COc1ccc(C2=NC(c3ccccc3)CO2)cc1 (configuration not stated),?,1.51µM*,-5.2%,nt,?,12.6µM*,3.2,?,3.16µM*,3.55µM*,10µM*
CCC(C)N(C)C1CCN(C(=S)Nc2cccc(SC)c2)CC1 (configuration not stated),7.4%,0.4%,1.2%,-10.1%,-3.8%,7.2%,3.0,14.1%,-3.3%,-3.7%,-16.6%
O=C(Nc1ccc(O)c(-c2nc3ccccc3s2)c1)c1cc(=O)c2ccccc2o1,-4.9%,-2.4%,-10.6%,-22.4%,0.7%,0.6%,9.2,1.1%,-1.5%,3.6%,0.5%
CCC(=O)Nc1nnc(C(C)(C)C)s1,12.4%,4.3%,-3.8%,0.2%,4.8%,0.6%,2.8,0.7%,0.1%,8.5%,6.1%
O=C1CN(C(=O)c2ccc(Cl)c([N+](=O)[O-])c2)c2ccccc2N1,1.8%,5.8%,2.2%,-30.1%,1.6%,-11.1%,2.9,nt,-1.8%,2.6%,34.1%
O=C(CNC(=O)COc1ccccc1)NCc1ccccc1F,0.3%,3.0%,1.2%,29.4%,-1.2%,7.4%,0.7,-3.9%,0.4%,-1.0%,27.8%
O=C(CCn1cccc(C(F)(F)F)c1=O)Nc1cccc(C(F)(F)F)c1,-22.1%,0.6%,0.0%,-4.5%,1.8%,-11.1%,-10.0,0.0%,-1.6%,-1.7%,31.2%
CC(=O)c1ccc(NC(=S)NN2C(C)CCCC2C)cc1 (configuration not stated),-5.4%,-1.3%,-3.4%,-0.5%,-0.4%,?,2.9,0.6%,1.2%,1.7%,8.91µM*
CN(CC(=O)Nc1cccc(F)c1)C(=O)c1ccc(-c2ccc(Cl)cc2)o1,3.0%,?,1.1%,-0.1%,-7.7%,7.0%,29.8,3.4%,2.0%,1.0%,-24.2%
COc1ccc(N2CCN(C(=O)CC(C)S(=O)(=O)c3ccc4c(c3)NC(=O)CO4)CC2)cc1 (configuration not stated),13µM*,3.4%,-1.3%,0.8%,-13.7%,-26.6%,0.7,-4.3%,-5.2%,-6.7%,?
CCOC(=O)c1ccc(C(=S)N2CCCC2)cc1,-4.8%,-14.5%,0.0%,7.4%,6.2%,-0.6%,-1.1,5.5%,1.4%,2.7%,-9.8%
CCOc1ccc(N2C(=O)Nc3ccccc3C2(O)C(=O)NCc2ccc(OC)cc2)cc1 (configuration not stated),-16.5%,-3.2%,-2.0%,-3.9%,0.9%,0.5%,-0.9,-6.0%,0.0%,-3.9%,13.1%
Cc1cccc(S(=O)(=O)Nc2ccc(-c3ccc4nncn4n3)cc2)c1,13.0%,4.5%,5.2%,-35.6%,12.2%,nt,-1.0,-11.2%,-1.2%,0.2%,nt
CCCCC1=NN(C(=O)c2ccco2)C(O)(C(F)(F)F)C1 (configuration not stated),-4.3%,0.4%,2.3%,-25.4%,-2.8%,17.8µM*,3.0,-1.9%,-14.4%,-18.0%,6.31µM*
C=CCn1c2ccccc2c2nnc(SCC(N)=O)nc21,-0.7%,1.0%,-10.4%,-18.3%,0.8%,-2.5%,-1.2,1.4%,-1.0%,-7.3%,-18.6%
CC(C)(C)N1C(=O)c2ccc(C(=O)Nc3ccc(O)cc3)cc2C1=O,10.8%,13.5µM*,2.1%,-20.2%,13.2%,?,?,-4.7%,?,?,-45.5%
c1ccc2oc(-c3ccc(Nc4nc(N5CCCC5)nc(N5CCOCC5)n4)cc3)nc2c1,-7.1%,-2.8%,-10.1%,nt,1.2%,8.4%,0.9,-2.8%,-3.3%,-4.9%,-12.8%
COc1ccc(-c2nnc(SCCC(=O)O)n2C)cc1OC,-0.1%,-0.3%,0.0%,-1.1%,-4.3%,-4.9%[0.365 µM],1.5,-2.6%,-40.3%[inhibitor],0.8%,?

The order is random. About 15% of those tested had a hit in this group.
